TAAR1 agonist: agonists of human TAAR1; Q96RJ0; CHO RD-HGA16 TAAR1, Fluo-8 calcium fluorescence; vehicle wells 0%, saturating PEA agonist 100%; activation, % at 3 µM; hit rate 0.99% among 360,000; AID 624467;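 active = activation above the mean activation of all test compounds in the run plus 3 SD, cut at about 38% in these data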
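test system = CHO RD-HGA16 cells carrying human TAAR1 plus Gα16 | schedule = 17-24 h seeding, 75 min 37 °C dye, 30 min RT | compound dosing = 3 µM single concentration | control set = DMSO and PEA EC100 | replicates = n 1 | signal = Fluo-8 fluorescence, 5 s baseline then 140 s kinetic read | measure = percent activation vs PEA EC100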
M1 ag parental: nonselective activator or artifact in parental CHO-K1 cells; Fluo-8 calcium fluorescence; scaled to maximal ATP response, vehicle zero; activation, % at 3 µM; hit rate 0.48% among 360,000; in the data active = activation above about 15%;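 also: untransfected CHO-K1 host cells lacking M1 receptor as counterscreen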
TAAR1 antag: antagonists of human TAAR1 | CHO RD-HGA16 TAAR1, Fluo-8 calcium fluorescence, antagonist | AID 624466 | hit rate 1.5% among 360,000 | inhibition, % at 3 µM;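 active = inhibition above a per-plate cutoff, the mean inhibition of test compounds on that plate plus 3 SD, cut at about 49% in these data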;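 also: 0% = DMSO plus EC80 beta-PEA response and 100% = DMSO alone without agonist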
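test system = CHO RD-HGA16 cells bearing hTAAR1 | replication = singlicate | controls = DMSO-only wells and EC80 β-PEA-stimulated wells | reagent = EC80 β-phenethylamine stimulus | read-out basis = percent inhibition of PEA-evoked calcium signal, max/basal emission ratio | schedule = seeding 17-24 h prior, 75-min 37 °C, 30-min RT dye loading | signal = kinetic Fluo-8 calcium fluorescence measurement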
CHRM1 agonist: activates human CHRM1 receptor. CHO-K1 hM1, Fluo-8 calcium fluorescence, agonist mode; 0% DMSO, 100% acetylcholine EC100. activation, % at 3 µM. hit rate 0.33% among 360,000. P11229;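 active = activation above the run's mean compound activation plus 3 SD, cut at about 16% in these data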;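 also: peak over basal fluorescence ratio within a 140 s kinetic read after compound addition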
Target sequence (P11229 whole entry, looked up): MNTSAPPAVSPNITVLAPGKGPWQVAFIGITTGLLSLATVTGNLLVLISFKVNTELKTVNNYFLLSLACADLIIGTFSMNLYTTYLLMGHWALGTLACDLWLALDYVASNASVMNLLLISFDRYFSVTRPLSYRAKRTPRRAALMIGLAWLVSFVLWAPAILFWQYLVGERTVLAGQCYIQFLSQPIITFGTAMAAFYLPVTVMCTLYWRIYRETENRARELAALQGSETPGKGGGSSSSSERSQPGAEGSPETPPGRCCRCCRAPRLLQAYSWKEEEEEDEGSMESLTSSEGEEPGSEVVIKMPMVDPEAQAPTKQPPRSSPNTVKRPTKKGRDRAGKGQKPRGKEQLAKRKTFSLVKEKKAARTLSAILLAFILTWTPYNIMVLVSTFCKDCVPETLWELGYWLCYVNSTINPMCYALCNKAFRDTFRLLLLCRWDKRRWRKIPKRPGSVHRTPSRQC
M1 antag: human CHRM1 antagonism | P11229 | CHO-K1 hM1, Fluo-8 calcium fluorescence, ACh EC80 antagonist | inhibition, % at 3 µM | hit rate 1.3% among 360,000;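 active = percent inhibition above its own plate's cutoff, namely the mean of that plate's compound wells plus 3 SD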;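 also: peak over basal fluorescence ratio during 140 s after agonist addition; 0% = ACh EC80 plus DMSO and 100% = DMSO alone without agonist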
CHO-K1 Ca antag: counter-screen for M1 antagonists: effect in parental CHO-K1 cells; inhibition, % at 3 µM; ATP-induced calcium, Fluo-8 fluorescence; hit rate 0.6% among 360,000;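 active = inhibition above a per-plate cutoff, the plate's mean sample inhibition plus 3 SD, cut at about 24% in these data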;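 also: 0% = DMSO plus EC80 ATP and 100% = DMSO alone without ATP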
CHO-K1 Ca PAM: nonselective activator or artifact in parental CHO-K1 calcium assay; activation, % at 3 µM; ATP EC20, Fluo-8 calcium fluorescence; 0% at ATP EC20, 100% at ATP max; hit rate 0.02% among 360,000;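 active = activation above the run cutoff, the mean activation of all test compounds plus 3 SD, cut at about 40% in these data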;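 also: peak over basal fluorescence ratio in a 140 s read after ATP addition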
OXTR potentiate: human OXTR potentiation. CHO-OTR cells, Fluo-8 calcium fluorescence, potentiator mode; 0% = oxytocin EC15, 100% = EC100. hit rate 0.061% among 320,000. P30559. activation, % at 3 µM;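 active = activation above that plate's cutoff, the mean activation of tested compounds plus 3 SD, cut at about 6.6% in these data, passing the limit was not always enough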;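 also: 100% uses oxytocin at 75 nM as the full agonist control; some results filed as inactive read as strong as hits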
Target sequence (P30559 whole entry, looked up): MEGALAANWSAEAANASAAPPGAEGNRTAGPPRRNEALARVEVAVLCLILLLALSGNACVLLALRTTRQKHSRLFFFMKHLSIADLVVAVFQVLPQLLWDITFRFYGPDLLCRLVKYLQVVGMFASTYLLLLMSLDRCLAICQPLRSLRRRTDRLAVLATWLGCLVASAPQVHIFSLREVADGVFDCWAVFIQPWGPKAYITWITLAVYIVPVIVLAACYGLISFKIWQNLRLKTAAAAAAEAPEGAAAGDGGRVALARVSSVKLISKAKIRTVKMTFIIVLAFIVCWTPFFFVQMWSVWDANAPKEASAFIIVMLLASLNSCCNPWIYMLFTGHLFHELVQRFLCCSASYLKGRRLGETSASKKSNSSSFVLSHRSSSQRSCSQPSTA
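Measured by – Fluo-8 calcium dye fluorescence · Test system – human OTR in CHO cells · Dosing – one concentration, 3.0 µM compound · Controls – EC15 oxytocin alone as 0%, 75 nM oxytocin as 100% · Evaluation – normalized max/min fluorescence ratio, % activation · Timing – 6 min pre-incubation, 100 s read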
CHO parental Ca: counter-screen for OX1R antagonists: effect in parental CHO cells | parental CHO-K1, ATP-induced calcium, Fluo-8 fluorescence | inhibition, % at 5.6 µM | hit rate 0.63% among 330,000 | AID 463079;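 active = inhibition above that plate's mean sample inhibition plus 3 SD, cut at about 26% in these data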;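 also: 0% = ATP-challenged DMSO wells and 100% = DMSO wells without ATP; some compounds past the cut are filed as inactive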
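Material – parental CHO cells · Reagent – ATP stimulus · Compound – single nominal dose of 5.6 µM per compound · Detection – Fluo-8 fluorescence · Read-out basis – percent inhibition of calcium signal · Controls – ATP-challenged DMSO wells low, unchallenged DMSO wells high · Repeats – no replicates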
The depositor's hits bear a star; . = no result given.

Order of values: CHO-K1 Ca antag, TAAR1 antag, TAAR1 agonist, M1 antag, CHRM1 agonist, CHO-K1 Ca PAM, M1 ag parental, OXTR potentiate, CHO parental Ca
O=C(Cc1coc2ccc3ccccc3c12)N1CCN(c2ncccn2)CC1
    2, 2, 15, -5, -3, 8, 2.3, -6, -20
CSCCC(C(=O)NC1=NCCS1)N1C(=O)c2ccccc2C1=O (stereo not given)
    5, -8, 14, 7, -3, -10, 0.3, -13, 1
O=C(CN1C(=O)c2ccccc2C1=O)NNC1=NS(=O)(=O)c2ccccc21
    -8, 0, 2, 4, -3, 24, 0.3, -3, 8
Oc1cccc2cnccc12
    -7, 0, 12, -2, -1, 5, 1.4, -3, 1
Cc1ccc(C(=O)N2CCN(CCNC(=O)C(=O)NCc3ccc(Cl)cc3)CC2)cc1
    -9, -15, 0, -3, -3, -3, 3.1, -5, -5
CC(NC=O)c1nc2ccccc2n1CCc1ccccc1 (stereo not given)
    11, 8, 3, -10, -2, -18, -0.5, -11, -4
COc1ccc(-c2c3c(nc4sc(C(=O)Nc5cc(C)on5)c(N)c24)CCC3)cc1
    7, -10, 4, 12, -5, -4, 0.0, -4, -12
CC1(C)C(=O)Nc2ccccc2N1C(=O)COC(=O)Cc1c(F)cccc1Cl
    3, 6, 1, -12, -1, -4, 11, -5, -15
COc1cc(NCc2ccccc2)c2ncn(Cc3ccccc3)c2c1
    -7, -19, 5, -8, 13, 3, 3.1, -10, -2
Cc1ccc(N=Nc2c(C)[nH][nH]c2=O)c(C)c1
    -6, -20, 11, -2, -4, 10, -0.6, 3, -9

Next part (2 carried over from the part before).
Order of values: CHO-K1 Ca antag, TAAR1 antag, TAAR1 agonist, M1 antag, CHRM1 agonist, CHO-K1 Ca PAM, M1 ag parental, OXTR potentiate, CHO parental Ca
COc1cc(NCc2ccccc2)c2ncn(Cc3ccccc3)c2c1
    -7, -19, 5, -8, 13, 3, 3.1, -10, -2
Cc1ccc(N=Nc2c(C)[nH][nH]c2=O)c(C)c1
    -6, -20, 11, -2, -4, 10, -0.6, 3, -9
N#Cc1ccc(OCc2ccc(C(=O)O)o2)cc1
    4, 8, 0, -7, -3, 11, 1.0, 0, -5
COc1ccccc1N1CCN(C(=O)c2ccccc2N(C)S(=O)(=O)c2ccc(C)cc2)CC1
    -8, 30, 8, 9, 0, 9, 7.1, -6, -25
Cc1c(CCC(=O)O)c(=O)n2c([nH]c3ccccc32)c1C#N
    -9, -4, 1, -7, -4, 17, 0.4, -8, -3
COc1cc2c(cc1NC(=O)CSc1ccccn1)oc1ccccc12
    -9, -2, 10, 7, -5, 13, 0.4, 1, 16
Cc1occc1C(=O)N/N=C/c1ccc(Br)s1
    -4, -2, 0, -5, -8, 1, 0.2, 0, -12
CCOC(=O)c1nc2sc(C)c(C)c2c(=O)[nH]1
    -32, -12, 3, -11, -3, 20, 1.4, -5, 4
C=C1C(O)C[C@@H](C(C)C)N(CC(C)C)S1(=O)=O (stereo not given in full)
    -17, -15, 3, -5, -2, 0, -0.3, ., .
CCCc1cc(C(=O)NC2CCCC2)no1
    -4, -42, 11, -25, -11, 7, 0.0, -2, -5
CSCCC(NC(=O)c1ccco1)C(=O)NCc1ccc2c(c1)OCO2 (stereo not given)
    0, 0, 3, -6, -4, 9, 1.2, ., .
CC(C)OCCCNC(=O)NC12CC3CC(CC(C3)C1)C2
    -6, 14, 0, 1, -1, 4, 0.4, 5, -11
Cc1ccc(C(=O)Nc2ccc(N3CCN(C(=O)c4ccco4)CC3)cc2)cc1
    -14, -12, 3, -5, -4, -10, 2.1, 4, -2
Cc1noc(C)c1C(=O)NC(C)c1ccc2c(c1)OCO2 (stereo not given)
    -37, 0, 10, 5, -3, 18, 0.8, -3, -1
CN(C)C1CN(Cc2cn(Cc3ccc(C(F)(F)F)cc3)nn2)S(=O)(=O)C1 (stereo not given)
    -4, -2, 2, ., ., -1, 0.1, ., .
CCOC(=O)c1c(NC(=O)Cn2cnc([N+](=O)[O-])n2)sc(C)c1C
    -5, -3, 0, -4, 0, 1, 0.0, -2, -25
CCCCNC(=S)NNC(=O)c1cc(C2CC2)nc2ccccc12
    -4, -8, 0, -8, -1, -3, 1.2, ., .
COc1ccc2cc(C#CC3=CC(=O)C[C@H](c4ccc(F)cc4)C3)ccc2c1
    1, -16, 1, -7, 0, -5, -0.1, ., .
COc1ccc(Nc2cc(C)c3cc([N+](=O)[O-])ccc3n2)cc1
    -7, 19, -2, 6, -6, -9, -0.1, -7, -9
COc1ccc(S(=O)(=O)NCC(c2cccs2)N2CCc3ccccc3C2)cc1 (stereo not given)
    -1, 19, 0, -1, -4, 3, 1.0, -17, -5
CCC(=O)Nc1c(-c2ccc(Cl)cc2)c(=O)c2ccccc2n1C
    -13, -1, 0, -22, 0, 9, -0.1, ., .
CC(C)OP(=O)(OC(C)C)C(O)c1cccc([N+](=O)[O-])c1 (stereo not given)
    -9, 3, 6, -12, -1, 12, 0.7, -11, -8
CSc1nc2ccc(NS(=O)(=O)c3ccc4c(c3)OCCO4)cc2s1
    7, 14, 17, 28, 0, 5, 3.5, -26, 17
COc1cccc(CN(C(=O)Cc2c[nH]c3ccccc23)C(C(=O)NC2CCCCC2)c2ccc(C)o2)c1 (stereo not given)
    -2, 47, 4, 6, -5, 11, 1.3, -7, -41
Cc1ccc(CNC(=O)OC2CC3CC2[C@H]2CCCCN2C3=O)cc1 (stereo not given in full)
    -10, -11, 54*, ., ., 6, 0.9, ., .
COc1cc(/C=N\NC(=O)C2COc3ccccc3O2)cc(OC)c1O (stereo not given)
    -4, 7, 2, -12, 1, 16, 21*, 1, -4
CC(OC(=O)C1CC(=O)N(Cc2ccccc2)C1)C(=O)Nc1ccc(F)cc1Cl (stereo not given)
    -7, -10, 0, -14, -3, 3, 1.1, -6, -17
Cc1ccc(-c2cccc([C@H]3[C@@H]4C=CC[C@@H](C)[C@@H]4C(=O)N3Cc3ccccc3)c2)cc1
    -20, -36, 4, -2, 0, 17, 0.3, ., -47
COc1cc(/C=C(\C#N)c2nc3ccccc3[nH]2)cc(Br)c1OCc1ccccc1
    -3, 60*, 8, -2, -6, 5, 0.3, -9, -5
O=C(CN1C(=O)C2CCCCC2C1=O)Nc1cccc(C(F)(F)F)c1 (stereo not given)
    -6, -7, 4, -7, -1, 4, 0.9, -9, 5
CNC(=S)Nc1cc(Cl)ccc1Oc1ccccc1
    -12, -22, 4, -6, -6, 28, 2.9, -4, -17
c1ccc2c(c1)NC1(CCCCCC1)n1c-2nc2ccccc21
    4, 1, 4, 10, -4, -3, 0.1, 7, -6
Cc1ccc(S(=O)(=O)N2CCC(C(=O)OC(C)C(=O)NC(N)=O)CC2)cc1C (stereo not given)
    -11, -21, 4, -8, -2, 8, 0.6, -4, -12
Cc1ccc(NC(=O)CSCC(=O)Nc2nnc(C)s2)cc1
    -5, 8, 6, -4, -3, -9, 0.1, 0, -10
O=C(C1=C[C@H](c2ccc(C(F)(F)F)cc2)C[C@H](OCCCCO)O1)N1CCN(Cc2ccc3c(c2)OCO3)CC1
    -11, -8, 5, 3, -6, -10, 0.1, -15, -34
CCn1c(NC(=O)c2ccc(F)cc2)c2ccccc2nc1=O
    3, -12, 1, -1, -6, 18, 0.1, 1, -5
CC(=O)Nc1ccc(S(=O)(=O)N(C)CC(=O)OC(C)C(=O)N(C)Cc2ccccc2)cc1 (stereo not given)
    -7, -4, 1, -4, -2, -4, 0.7, -3, -11
CNC(=O)c1c(NC(=O)CCS(=O)(=O)c2ccccc2)sc(C)c1C
    -3, -5, 0, -9, 0, 8, 1.9, -2, -7
COc1ccc(C(=O)NCC2COc3ccccc3O2)cc1S(=O)(=O)N1CCOCC1 (stereo not given)
    1, -4, 7, -6, -3, 6, 2.8, -2, -5
O=C(N/N=C/CCc1ccccc1)c1ccc(CN2c3cccc4cccc(c34)S2(=O)=O)cc1
    -6, -9, 5, -11, 21*, 22, 10, -11, -15
COc1ccc2c(CC(=O)OCc3nc4ccsc4c(=O)[nH]3)coc2c1
    -18, -26, 0, -18, -2, 23, 1.9, -8, -13
COc1ccc(CN(C)CC(=O)NC(C)c2ccccc2)cc1OC (stereo not given)
    -10, -8, 4, -6, -3, 8, 0.3, -1, -9
CCOC(=O)C1CCCN(C(=O)CCCn2nnnc2CN2CCC(C)CC2)C1 (stereo not given)
    -12, -17, 1, -8, 22*, 2, 0.7, -6, -14
O=C(CCc1nnc2ccc(NCc3ccco3)nn12)Nc1ccc(F)cc1
    -9, 3, 2, -4, -3, 10, 0.4, -8, -3
O=[N+]([O-])c1ccc(OCc2cnc(Cl)s2)cc1
    -9, -21, 8, -3, -11, 7, 1.3, ., .
Cc1cc2c(cc1S(=O)(=O)NCc1ccccc1)NC(=O)CO2
    -3, -20, 1, -1, -2, -14, 0.7, -11, 0
COCCCNC(=O)Cn1c(=O)n(Cc2ccc(F)cc2)c(=O)c2sccc21
    -7, ., ., -2, 3, 11, 0.7, -8, -15
Cc1nc2c3cc(F)ccc3n(Cc3ccccc3F)c2s1
    3, 22, -2, -1, -10, -8, -0.7, 1, -24
Cc1csc(NC(=O)/C=C/c2ccc(C)o2)n1
    8, 13, 2, 5, -3, 1, 0.3, -2, -17

Bioassay records as filed in PubChem.
